DENV2 CPE: inhibitors of DENV2 cytopathic effect, primary screen, cell-based, plate reader, single concentration; DENV2-infected cells, cytopathic effect rescue; CPE inhibition, % at 9.99 µM; actives 1.7% (n = 350,000); AID 651640, 2012; in the data active means CPE inhibition above about 20%, passing the limit was not always enough; inconclusive means no clear call, values can overlap the other calls; tested in BHK-21 cells;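 further: 0% = median of neutral control wells and 100% = median of positive control wells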
Casp6 inh: human caspase-6 inhibitors, primary screen, biochemical, VEID-R110 fluorescence, single point, set 2; inhibition, % at 12.5 µM; AID 686996, 2013; actives 0.53% (n = 350,000); P55212; purified caspase-6, Z-VEID-R110 cleavage fluorescence;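 active means mean inhibition across replicates at least about 35%, with every replicate also reaching that limit, limit read from the data; inconclusive means only one of the two criteria met; inactive means neither criterion met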;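 further: 0% = median of neutral control wells and 100% = no fluorescence left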
Target sequence (P55212 24-179 limits assumed): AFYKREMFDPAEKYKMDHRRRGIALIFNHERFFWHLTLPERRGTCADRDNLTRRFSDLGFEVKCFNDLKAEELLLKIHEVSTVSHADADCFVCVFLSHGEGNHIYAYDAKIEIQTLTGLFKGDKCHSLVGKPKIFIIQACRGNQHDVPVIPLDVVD
Target sequence (P55212 194-293 limits assumed): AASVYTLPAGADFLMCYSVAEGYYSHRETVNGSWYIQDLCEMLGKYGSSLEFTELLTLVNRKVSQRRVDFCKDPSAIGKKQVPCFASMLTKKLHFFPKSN
F508del corr: F508del CFTR correction, initial screen, CFBE line, single point. CFBE cells, YFP halide quenching; stimulated with forskolin plus potentiator P3; % fluorescence drop versus neutral controls. activity (quench increase), % at 7.58 µM. actives 0.36% (n = 350,000). AID 720511, 2013;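 active means mean added fluorescence quench of at least 8% versus neutral control, with both replicates also reaching 8%; inconclusive means only one of the mean or replicate conditions met; inactive means mean below 8% and not both replicates reaching 8%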;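 further: cells transiently co-express mutant CFTR-F508del with the halide-sensitive YFP; corrector assay measuring rescue of mutant channel to the surface after 24 h compound exposure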
SIRT5 inh: SIRT5 desuccinylase inhibitors, primary screen, biochemical, fluorescence imaging, single point, set 5. NAD-dependent protein deacylase sirtuin-5, mitochondrial (Homo sapiens), Q9NXA8. Purified SirT5, succinyl-peptide AMC, trypsin-coupled fluorescence. inhibition, % at 15 µM. actives 1.1% (n = 330,000). AID 652115, 2013; in the data active means inhibition above about 15%; inconclusive means no clear call, values can overlap the other calls
Target sequence (Q9NXA8 whole entry, looked up): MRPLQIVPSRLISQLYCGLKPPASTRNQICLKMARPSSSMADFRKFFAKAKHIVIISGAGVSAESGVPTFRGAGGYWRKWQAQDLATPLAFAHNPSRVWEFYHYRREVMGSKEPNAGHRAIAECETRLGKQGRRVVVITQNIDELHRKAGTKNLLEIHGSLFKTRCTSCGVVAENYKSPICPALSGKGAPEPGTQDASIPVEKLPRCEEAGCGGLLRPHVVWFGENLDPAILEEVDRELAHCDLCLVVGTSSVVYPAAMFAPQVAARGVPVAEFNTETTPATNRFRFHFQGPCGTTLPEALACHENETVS
ERAP1 inh: human ERAP1 aminopeptidase inhibitors, primary screen, biochemical, single point, plate reader. Endoplasmic reticulum aminopeptidase 1 (Homo sapiens), Q9NZ08. recombinant ERAP1, Leu-AMC fluorescence, 60 min. inhibition, % at 10.7 µM. actives 0.15% (n = 340,000). AID 652197, 2013;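 active means mean replicate inhibition of at least 30%, or all replicates individually reaching that 30% level; inactive means mean below 30% and not every replicate reaching it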;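 further: 0% = neutral control wells and 100% = L-leucinethiol positive control wells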
miR122 inh: miR-122 Renilla sensor signal increase in Huh7, primary screen, miR-122 inhibitor project, cell-based, single point, plate reader; Huh7 miR-122 Renilla luciferase sensor, 48 h; neutral wells = 0, positive control = 100; activation (reporter increase), % at 12.5 µM; actives 0.3% (n = 340,000); AID 602342, 2012;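 active means mean replicate activation score at least 90 and every replicate individually at or above 90; inconclusive means only one of the two criteria met; inactive means neither criterion met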;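 further: higher luciferase means less miR-122 activity so hits act as miR-122 inhibitors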
ERp5 block: inhibitors of ERp5-driven insulin aggregation, primary screen, biochemical, turbidity, absorbance 650 nm, single point; Protein disulfide-isomerase A6 (Homo sapiens), Q15084; 90 min; inhibition, % at 9.99 µM; actives 0.05% (n = 350,000); AID 651711, 2012;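 active means mean replicate inhibition above about 25%, with every replicate also reaching it, limit read from the data, passing the limit was not always enough; inconclusive means only one of those two criteria met; inactive means neither criterion met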
Target sequence (Q15084 whole entry, looked up): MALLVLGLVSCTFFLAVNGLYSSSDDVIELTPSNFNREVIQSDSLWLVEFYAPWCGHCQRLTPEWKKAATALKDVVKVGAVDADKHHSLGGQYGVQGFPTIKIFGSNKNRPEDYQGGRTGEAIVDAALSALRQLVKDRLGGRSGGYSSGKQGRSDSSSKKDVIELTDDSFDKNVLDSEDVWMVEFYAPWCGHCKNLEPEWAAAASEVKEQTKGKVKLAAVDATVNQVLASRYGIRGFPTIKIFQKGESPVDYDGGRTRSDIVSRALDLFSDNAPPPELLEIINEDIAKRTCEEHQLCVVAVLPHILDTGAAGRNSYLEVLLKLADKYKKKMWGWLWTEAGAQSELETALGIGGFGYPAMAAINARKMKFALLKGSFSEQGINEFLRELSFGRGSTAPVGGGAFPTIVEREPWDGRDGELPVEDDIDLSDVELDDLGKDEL
* = called active by the depositor; ? = inconclusive; · = not tested or not shown; [ ] = dose if it differs, or a comment.

SMILES	DENV2 CPE	Casp6 inh	F508del corr	SIRT5 inh	ERAP1 inh	miR122 inh	ERp5 block
COc1cc2c(cc1OC)C(c1cccc([N+](=O)[O-])c1)N(C(=O)CCC(=O)O)CC2 (stereo not given)	-3	-1	0.6	-4	-6	-4	1
CC(C)(C)OC(=O)N1CCN(C(=O)c2[nH]cnc2C(=O)Nc2nccs2)CC1	-10	-9	-1.7	2	2	1	5
CN1C(=O)CCS(=O)(=O)C1c1ccc(Cl)c(Cl)c1 (stereo not given)	-8	57*	-6.5	·	-1	·	3
CN1C(=O)CC(N2CCN(c3ccc(Cl)cc3)CC2)C1=O (stereo not given)	-1	-3	·	-7	1	·	-3
Cc1ccc(NC(=O)CN(C)C(=O)C(C)OC(=O)c2ccccc2NCCO)cc1 (stereo not given)	-6	-2	-0.7	-5	-2	·	-1
O=C(NC1CCN(C(=S)Nc2ccc(F)cc2)CC1)C1CCCCC1	0	5	-0.2	12	0	-3	5
OCC1(Cc2ccc(Cl)cc2)CCN(CC2CC=CCC2)CC1 (stereo not given)	-3	-1	0.8	1	-4	1	6
Cc1ccc(S(=O)(=O)N(C)C[C@@H]2OCCCC[C@H](C)Oc3ccc(NS(=O)(=O)c4cn(C)cn4)cc3C(=O)N([C@H](C)CO)C[C@@H]2C)cc1	-2	0	2.1	0	0	2[16.7 µM]	0
C[C@@H]1CCCCO[C@H](CN(C)Cc2ccccc2)[C@H](C)CN([C@H](C)CO)C(=O)c2cc(NS(=O)(=O)c3cn(C)cn3)ccc2O1	5	-1	0.1	-21	7	11[16.7 µM]	0
C[C@H]1CN([C@@H](C)CO)C(=O)Cc2cc(NC(=O)C3CC3)ccc2O[C@@H]1CN(C)C(=O)Nc1cccc2ccccc12	12	-1	-1.1	4	-4	-1[16.7 µM]	1
CCC(=O)Nc1ccc2c(c1)OC[C@H](C)N(C(=O)c1ccccn1)C[C@H](C)[C@@H](OC)CN(C)C2=O	11	1	·	-2	0	1[16.7 µM]	1
COCCN1Cc2cccc(C(=O)NCC3CCN(CC(C)C)C3)c2C1=O (stereo not given)	2	-12	·	0	4	3	4
CC(C)CN1CCC(=O)N(CCOc2ccccc2)CC1	-6	-3	2.7	5	-3	1	-6
CC(=O)Nc1cc2c3c(c1)CCN3C(=O)CC2	-1	-2	-1.3	-1	-2	1	-2
CC(=O)Nc1cccc(C(=O)OCC(=O)N2CCC(c3ccccc3)=N2)c1	4	10	-1.1	1	3	·	2
CN(C)S(=O)(=O)c1ccc(N2CCCC2)c(C(=O)Nc2nc(-c3cc(F)ccc3F)cs2)c1	-2	-2	-2.5	-1	1	0	-2
Cc1ccccc1-c1nnc(-c2cccs2)o1	-3	-3	-2.2	-1	-3	0	-5
COc1cccc(-n2cc(C(=O)NC(C)C)c3ccccc3c2=O)c1	-2	-3	·	-2	-2	-2	1
Cc1ccc(SCC(=O)Nc2cc([N+](=O)[O-])ccc2O)cc1	6	0	·	3	1	-13	-4
COCCNC(=O)C1Cc2cc(S(=O)(=O)N3CCCC3)ccc2N1C(C)=O (stereo not given)	6	6	-1.6	-5	5	0	-1
COc1ccccc1OCC(=O)N/N=C1/C=C(C)CC1	-5	-2	-4.0	-2	5	·	-3
Cc1cc(C)n(-c2ccc(C(=O)Nc3cccc(S(=O)(=O)N4CCCC4)c3)cc2)n1	0	0	2.5	·	-2	-4	-1
O=C(Cc1ccccc1)N[C@@H]1C=C[C@@H](CC(=O)N2CCOCC2)O[C@@H]1CO	14	1	2.7	0	-1	·	-4
COc1ccc(C2NC(=O)NC(C)=C2C(=O)OC2CCCCC2)cc1 (stereo not given)	-9	1	-1.4	·	1	-2	4
Cc1cccc(CN2CCN(c3ncccn3)CC2)c1	8	-1	0.8	2	3	-9	-7
CC(=O)N(C)C[C@H]1Oc2ncc(C#Cc3ccccc3)cc2C(=O)N([C@H](C)CO)C[C@@H]1C	12	-1	-1.2	2	-1	10[16.7 µM]	2
O=NN1CCN(c2ccncc2S(=O)(=O)N2CCCCC2)CC1	-12	-1	0.2	2	-2	0	7
CCOc1ccc(N(CC(=O)NC2CCCCC2C)S(=O)(=O)c2c(C)noc2C)cc1 (stereo not given)	?	0	-1.2	-6	-2	-1	1
COc1ccc(S(=O)(=O)Nc2ccc3c(c2)n(C)c(=O)n3C)cc1F	7	2	-1.3	0	-1	·	-1
C[C@H](CO)N1C[C@H](C)[C@@H](CN(C)C(=O)Cc2ccccc2)OCCCC[C@H](C)Oc2ccc(NC(=O)Nc3ccc(C(F)(F)F)cc3)cc2C1=O	-2	1	5.0	1	0	-1[16.7 µM]	9
CCC(C)[C@H](NC(=O)NCCC1=CCCCC1)C(=O)O (stereo not given in full)	-2	4	1.5	-1	·	·	-2
C[C@H]1CN([C@@H](C)CO)C(=O)c2cc(Br)cnc2O[C@@H]1CN(C)Cc1ccncc1	-2	2	2.2	-5	-3	-2[16.7 µM]	-10
Cc1cccc(-n2nc3c(c2NC(=O)CCC2CCCCC2)CS(=O)C3)c1C (stereo not given)	2	0	1.9	·	·	-4	0
COc1ccc(NC(=O)N(C)C[C@H]2Oc3ccc(NC(=O)Nc4ccc(C(F)(F)F)cc4)cc3CC(=O)N([C@@H](C)CO)C[C@@H]2C)cc1	-3	2	-1.1	·	2	0[16.7 µM]	-22
Cc1cc(NC(=O)CSc2c3c(nc4ccccc24)CCC3)no1	9	10	1.1	2	2	·	2
CCOC(=O)c1cc2c(OC)ccc(OC)c2n1CC(=O)c1ccccc1	1	-2	-1.8	-4	-10	2	-3
CCOc1ccc(CCN2C(=O)C(=O)N([C@@H](Cc3ccccc3)CN3CCC[C@H]3CN3C(=O)C(=O)NC[C@@H]3Cc3ccccc3)C[C@@H]2Cc2ccc(O)cc2)cc1	-1	-3	-4.7	-3	2	·	0
O=C(NC1CCCc2c1cnn2-c1cc(F)cc(F)c1)c1ccccn1 (stereo not given)	-7	-3	-0.3	-4	-4	2	6
CCOC(CCNC(=O)c1cn(CC(C)C)c(=O)c2c1c1ccccc1n2C)OCC	-5	-3	0.3	-7	4	-1	-3
COc1ccc(OC)c(NC(=O)CSc2nnc(C3CCCCC3)o2)c1	4	4	-0.7	1	-1	·	2
CC(=O)Nc1c2c(nn1-c1ccc(C)cc1C)CS(=O)C2 (stereo not given)	0	-4	0.7	-3	3	-1	-1
O=C(O)c1ccccc1C(=O)Nc1n[nH]c(=S)s1	-3	-1	2.5	1	79*	2	3
COc1ccccc1NC(=O)N1C[C@H](O)COC[C@@H]2O[C@@H](CC(=O)N3CCC(Cc4ccccc4)CC3)CC[C@H]21	-2	0	-2.1	1	0	-3[16.7 µM]	-8
O=C(Cc1cccs1)NCCS(=O)(=O)N1CCN(c2ccccc2F)CC1	-5	1	-1.1	-2	0	·	-5
O=C(COC(=O)c1ccco1)NC12CC3CC(CC(C3)C1)C2	8	-2	3.0	-1	2	3	-9
C[C@H](CO)N1C[C@H](C)[C@@H](CN(C)C(=O)NC2CCCCC2)OCCCC[C@H](C)Oc2ccc(NC(=O)Nc3ccc4c(c3)OCO4)cc2C1=O	1	1	2.4	6	0	-12[16.7 µM]	0
Cc1ccc(N2C(=O)c3ccccc3C2Nc2ccc(S(=O)(=O)N3CCCCC3)cc2)nc1 (stereo not given)	1	-3	-0.3	-2	4	-3	0
O=C(N/N=C/c1ccc(OC(F)F)cc1)c1ccc(CSc2nc3ccccc3[nH]2)cc1	-5	2	·	-4	2	·	2
COc1ccc(NC(=O)CN2C(=O)NC3(CCCC3)C2=O)cc1Cl	-1	-3	0.1	12	1	·	7
CC(Sc1nncn1C)C(=O)Nc1cc(C(F)(F)F)ccc1N1CCOCC1 (stereo not given)	-11	-1	-0.1	0	-1	·	-6
CC(=O)Nc1cccc(Nc2nc(-c3ccccc3)nc3ccccc23)c1	1	0	-0.8	·	1	·	5
COc1ccc(NC(=O)C2CC(=O)N(c3ccccc3Cl)C2)c(OC)c1 (stereo not given)	4	4	0.2	0	0	-5	0
CCCNC(=O)N1[C@H](CO)[C@@H]2c3ccccc3N(C(=O)C3CCC3)C[C@@H]21	-2	-2	0.2	4	0	0[16.7 µM]	2
COc1ccc(NC(=O)N(C)C[C@@H]2Oc3c(NC(=O)c4cc(C)nn4C)cccc3C(=O)N([C@@H](C)CO)C[C@@H]2C)cc1	-3	-2	0.7	-3	0	-3[16.7 µM]	3
O=C(N/N=C/c1cc(Br)c(Br)o1)c1ccc2c(c1)OCCO2	-1	23	0.5	0	2	-3	1
CC(C)NC(=O)N(C)C[C@@H]1Oc2c(NC(=O)c3ccncc3)cccc2C(=O)N([C@H](C)CO)C[C@H]1C	0	4	-1.3	-2	-1	4[16.7 µM]	0
COc1ccc(NC(=O)N[C@@H]2CC[C@H](CCNC(=O)c3ccccc3F)O[C@@H]2CO)cc1	17	2	0.8	1	-1	·	-4
OC(CN1CCOCC1)c1ccc(F)cc1 (stereo not given)	-5	0	-1.0	-2	-6	·	4
COC(=O)C[C@@H]1CC[C@@H]2[C@H](COc3ccc(NC(=O)Nc4cccc(F)c4)cc3C(=O)N2C)O1	15	-1	2.0	-3	2	-42[16.7 µM]	-4
CCCCNC(=O)CSc1nc2ccsc2c(=O)n1CCCC(=O)NCCc1ccc(S(N)(=O)=O)cc1	6	4	1.1	0	-3	-3	1

(more compounds)
SMILES	DENV2 CPE	Casp6 inh	F508del corr	SIRT5 inh	ERAP1 inh	miR122 inh	ERp5 block
CN(CC(=O)Nc1ccc(N2CCOCC2)cc1)C(=O)c1cn(-c2ccccc2)nc1-c1ccccc1	-5	-1	0.7	-3	1	·	5
CCn1cc(C(=O)NCCCN2CC(C)CC(C)C2)c(=O)c2cc(S(=O)(=O)N(C)C)ccc21 (stereo not given)	-10	-3	1.1	·	·	-2	-2
Cc1cccc(OCCCC(=O)NC2CCCCC2)c1	19	-1	0.0	-3	-3	-3	-1
CC1CCCCN1C(=S)NC(=O)c1ccco1 (stereo not given)	-5	8	-3.6	-2	4	-6	2
CCCCN(C(=O)c1cccc(-n2cccc2)c1)c1c(N)n(CCC)c(=O)[nH]c1=O	-5	41*	-1.8	1	-3	-4	-9
O=C(NC[C@@H]1CC[C@@H]2[C@@H](CN2S(=O)(=O)c2ccccc2[N+](=O)[O-])O1)c1cnccn1	-9	2	0.5	1	-3	·	-2
C[C@H](CO)N1C[C@H](C)[C@H](CN(C)Cc2ccc(C(=O)O)cc2)Oc2c(NC(=O)Nc3ccccc3)cccc2C1=O	10	3	0.8	1	-24	5[16.7 µM]	-2
NS(=O)(=O)c1cccc(NC(=O)c2ccno2)c1	3	7	-0.8	8	-3	-3	-2
OC(CNCC1COc2ccccc2O1)COc1ccc(Cl)cc1 (stereo not given)	-4	-5	-2.5	-8	7	0	2
Clc1ccc(CNCc2cccs2)cc1Cl	5	-5	·	3	-4	-8	2

Pulled one by one from above, 2 records:
SMILES	DENV2 CPE	Casp6 inh	F508del corr	SIRT5 inh	ERAP1 inh	miR122 inh	ERp5 block
Cc1cc(NC(=O)CSc2c3c(nc4ccccc24)CCC3)no1	9	10	1.1	2	2	·	2
CN(C)S(=O)(=O)c1ccc(N2CCCC2)c(C(=O)Nc2nc(-c3cc(F)ccc3F)cs2)c1	-2	-2	-2.5	-1	1	0	-2

Quoted from the listing:
DENV2 CPE, `O=C(NC[C@@H]1CC[C@@H]2[C@@H](CN2S(=O)(=O)c2ccccc2[N+](=O)[O-])O1)c1cnccn1` : -9
F508del corr, `CCCCNC(=O)CSc1nc2ccsc2c(=O)n1CCCC(=O)NCCc1ccc(S(N)(=O)=O)cc1` : 1.1
ERAP1 inh, `COc1ccc(NC(=O)CN2C(=O)NC3(CCCC3)C2=O)cc1Cl` : 1
miR122 inh, `Cc1ccc(N2C(=O)c3ccccc3C2Nc2ccc(S(=O)(=O)N3CCCCC3)cc2)nc1` (stereo not given) : -3
DENV2 CPE, `OC(CNCC1COc2ccccc2O1)COc1ccc(Cl)cc1` (stereo not given) : -4

Bioassay records from PubChem.
